# bCat nuc transl: modulators of beta-catenin nuclear translocation; HeLa beta-catenin nuclear translocation, immunofluorescence imaging; nuclear translocation activity, % at 5 µM; 0.3% of 190,000 active; AID 1665;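 active means nuclear translocation activity above 50% at 5 µM, with a well cell count of 50 or more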;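 further: per-cell ratio of nuclear to cytoplasmic median beta-catenin stain intensity; plate controls were DMSO negative control for no effect and GSK-3 inhibitor IX positive control for full effect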
#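 System: Human HeLa cells, endogenous beta-catenin | Compound dosing: 5 µM primary, 0.02–20 µM confirmation | Timing: 24 h compound exposure at 37°C, 5% CO2 | Measured by: Fluorescence imaging of beta-catenin antibody stain plus DAPI | Read-out basis: % activation of per-cell nuclear versus cytoplasmic median beta-catenin signal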
# TNAP activation fold: human TNAP enzyme activators, primary screen, biochemical, luminescent, no phosphate acceptor, uHTS (AID 1001). purified TNAP, luminescent activation assay, no phosphate acceptor; higher activation fold means a stronger effect. activation fold at 20 µM; hits with a dose series show EC50 in µM. 0.03% of 200,000 active; in the data active means activation fold from about 3, or a potency from the dose series; inactive means the rest, 99 in 100 with activation fold below about 1.6; further: many of its hits are not listed in these tables
# Insulin prom up: MIN6 insulin promoter up-regulation; MIN6 insulin promoter-GFP reporter, high-content imaging; stronger effect = higher value; z-score at 5 µM; 0.3% of 190,000 active;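 active means z-score above 3 at 5 µM with at least 500 cells counted in the well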
# Hep lipid drop: modulators of hepatic lipid droplet formation. AML12 mouse hepatocytes, oleate lipid droplets, BODIPY imaging. inhibition, % at 6.5 µM. 0.4% of 240,000 active. AID 1656;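 active means lipid droplet intensity inhibited by at least 50%, with more than 500 cells counted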
#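 Material – AML12 mouse liver cells · Also added – oleate loading, 100 µM · Compound dosing – 6.5 µM single-point dosing · Times – overnight treatment with compound plus oleate · Measured by – fluorescence imaging, 20x objective, two fields per well · Read-out – percent inhibition of filter-corrected integrated lipid droplet intensity per well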
# T cell HTS: modulates CD8 T cell binding to vesicles | 2C CD8+ T cell-vesicle binding, flow cytometry; stronger effect = lower value | calls only at 7 µM | 0.068% of 330,000 active;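 active means response, share of CD8 T cells binding vesicles, and their 90th percentile fluorescence all below set limits, cut at about 80% in these data, passing the limit was not always enough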
#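 Material: murine 2C transgenic CD8+ T lymphocytes / Also added: QL9-peptide-loaded Drosophila micro-vesicles bearing Ld, ICAM-1 and B7-1 / Schedule: binding step 1.5 h, 37 °C, antibody labelling 20 min, ice / Signal: flow cytometry, PE anti-B7-1 (FL2) versus Alexa647 anti-CD8 (FL8), PFA-fixed / Evaluation: percent CD8+ FL2 mean versus row control / Benchmarks: naked versus QL9-loaded vesicles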
# MT stabilize HCS: microtubule stabilizers in HeLa cells. 0.83% of 200,000 active. AID 2205. % tubulin-high responders, % at 10 µM. HeLa tubulin immunostaining HCS, 24 h; share of cells brighter than vehicle mean+2SD;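 active means plate Z-score above 3 for both tubulin-high and condensed-nucleus cell shares, with cell loss under 80%, at 10 µM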;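 further: anti alpha tubulin signal scored within the nucleus-defined area of each cell; some results filed as inactive read as strong as hits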
# human PMI inhibition: inhibitors of human PMI, primary screen, biochemical, fluorescence intensity, coupled assay (AID 1209); inhibition, % at 20 µM, or IC50 in µM where a hit was titrated; 0.42% of 190,000 active; purified PMI enzyme, coupled fluorescence intensity; higher % means a stronger effect; in the data active means inhibition above about 50%;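 further: plate controls were DMSO vehicle for no effect and wells lacking substrate for full effect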
# Myeloid diff 2: myeloid differentiation induction | 1% of 360,000 active | calls only at 10 µM | ER-HoxA9 myeloid progenitors, lysozyme-GFP differentiation, flow cytometry | AID 624256;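 active means normalized GFP-positive differentiation at or above the plate's own cutoff, the solvent-only control mean plus 3 SD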;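 further: cells exposed to compound for four days before flow analysis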
# Dynein transport: dynein cargo transport inhibition; 3617.4 mouse cells, GR-EGFP nuclear translocation imaging; test concentration mostly 20 µM; stimulated with dexamethasone, 1 µM; stronger effect = lower value; 0.47% of 220,000 active; z-score, hits read low;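 active means plate z-score of nuclear minus cytoplasmic receptor signal below a set negative limit, without overly bright fluorescence or cell loss, cut at about -3.5 in these data, passing the limit was not always enough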;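 further: z-score of nuclear minus cytoplasmic ring GR-EGFP intensity difference per well; some compounds called inactive have numbers as strong as hits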
#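 Buffer or medium: tet-free, stripped-serum medium; reagent: dexamethasone at 1.0 µM final, 30 min; incubation: 48 h induction, 1 h compound, 30 min dex at 37 °C; measured by: formaldehyde fixation, Hoechst nuclear stain, 10x automated fluorescence imaging; read-out: nuclear-to-cytoplasmic GR-EGFP distribution per well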
# Dynein transport cytoplasmic EGFP: further read-out of Dynein transport, marked with its call; z-score; measured here: cytoplasmic GR-EGFP intensity; stronger effect = higher value
# Dynein transport nuclear GR-EGFP: also measured in Dynein transport; calls as there; z-score; measured here: nuclear GR-EGFP intensity;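 lower value marks the stronger effect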
# Dynein transport cell count: further read-out of Dynein transport, marked with its call; z-score; measured here: cell count per field
# Insulin prom up cell count: further read-out of Insulin prom up, marked with its call; cell count; measured here: cytotoxicity, nuclei count;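 total cells summed across four imaged fields per well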
# Hep lipid drop cells 6.5 µM: second read-out of Hep lipid drop, no call of its own (marks repeat the call); cell count; measured here: cell count, cytotoxicity flag;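 cells counted across two imaged fields per well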
# bCat nuc transl cell count 5 µM: further read-out of bCat nuc transl, marked with its call; cell count; measured here: cell count, cytotoxicity flag
# T cell HTS vesicle-bound %: also measured in T cell HTS; calls as there; double positive events, %; measured here: CD8+ vesicle-bound cell fraction;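 binding gate set so that unloaded-vesicle control wells show 10% double positive cells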
# MT stabilize HCS Hoechst-high %: recorded beside MT stabilize HCS, whose call it bears; % Hoechst-high responders; measured here: nuclear condensation Hoechst responders;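 share of cells brighter than vehicle mean plus two SD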
# MT stabilize HCS cytotoxicity %: further read-out of MT stabilize HCS, marked with its call; toxicity, %; measured here: cytotoxicity by cell density;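 0% = mean cell density of plate MIN control wells and 100% = no cells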
# Myeloid diff 2 GFP+ MAC1+ %: second read-out of Myeloid diff 2, no call of its own (marks repeat the call); GFP+ MAC1+ double positive, %; measured here: differentiation confirmed by MAC1 staining
# An asterisk follows results filed as active; i = inactive; nt = not tested or not shown; & = joins results of further samples.
SMILES,bCat nuc transl,bCat nuc transl cell count 5 µM,TNAP activation fold,Insulin prom up,Insulin prom up cell count,Hep lipid drop,Hep lipid drop cells 6.5 µM,T cell HTS,T cell HTS vesicle-bound %,MT stabilize HCS,MT stabilize HCS Hoechst-high %,MT stabilize HCS cytotoxicity %,human PMI inhibition,Myeloid diff 2,Myeloid diff 2 GFP+ MAC1+ %,Dynein transport,Dynein transport cytoplasmic EGFP,Dynein transport nuclear GR-EGFP,Dynein transport cell count
CCn1c(-c2ccc3[nH]c(C)c(C)c3c2)n[nH]c1=S,5.2,960,1,0.27,1061,nt,nt,i,17,13,3.0,14,4%,i,0.9,-0.38,-0.18,-0.0094,0.77
C/C(=N\N=C(N)N)c1ccc(Cl)c(Cl)c1,1.8,1301,1.1,-0.9,1245,0,553,i,20,6.0,3.2,2.2,7%,i,0.7,3.5,0.36,2.8,-1.9
CCc1ccc(OCC(=O)N(C)CCC#N)c(Br)c1,nt,nt,1.1,-0.22,1204,0,688,i,19,2.9,1.6,6.5,2%,i,8.8,-0.099,-0.24,-0.24,0.27
COc1cccc(C2CC(c3cccs3)Nc3ncnn32)c1 (stereo not drawn),-0.1,1383,1.1,-0.33,1512,nt,nt,i,54,5.0,4.8,7.7,3%,i,1.2,-0.42,-0.28,-0.19,0.68
COc1ccc(-c2noc(COc3ccc(C)c(C)c3)n2)cc1OC,-1.6,1077,1.1,-0.62,1790,15,719,i,32,3.0,2.2,19,14%,i,1.9,0.7,-0.3,0.62,0.97
COC(=O)c1ccc(CSc2n[nH]c(C)n2)o1,-3.1,1035,1,0.3,1382,-18,667,i,54,3.1,1.6,2.1,6%,i,1.3,0.18,-0.23,0.2,-0.31
Cc1nn(Cc2c(Cl)cccc2Cl)c(C)c1N,-2.3,1225,1.1,nt,nt,-6,672,i,6,2.0,3.2,6.4,-8%,i,1.3,-0.022,0.096,0.39,-0.49
C=C1CCN([C@H](C(=O)OCc2cccc(C)c2)C(C)C)S(=O)(=O)c2ccccc21,-0.5,1251,nt,-0.9,979,-1,646,i,24,nt,nt,nt,nt,i,1.3,0.6,-0.76,0.29,-0.22
Cc1cc(C(=O)CN2C(=O)NC(c3ccccc3)(c3ccccc3)C2=O)c(C)n1Cc1ccccc1,1.4,1412,1,-0.74,1601,nt,nt,i,51,2.3,1.5,6.9,5%,i,0.8,0.51,-0.1,-0.014,-0.089
O=C(COc1ccc(Cl)cc1)NCc1nnc(SCC(=O)N2CCCCC2)o1,nt,nt,1.1,0.45,891,-12,806,i,46,2.3,1.5,4.0,1%,i,2.4,-0.068,-0.21,0.27,0.26
CCc1nc2ccccc2c(NC(=O)CN2CC(C)CC(C)C2)c1C (stereo not drawn),0.7,1165,1.1,-0.26,1346,-30,731,i,50,3.4,2.2,4.6,-11%,i,0.0,-0.64,-0.27,-0.38,0.27
O=C1c2ccccc2C(=O)N1CCCCN(C(=O)c1cc2ccccc2oc1=O)c1ccc(F)cc1F,0.3,932,0.8,-0.74,2053,-47,507,i,6,3.7,3.2,7.1,12%,i,0.4,-0.044,-0.3,-0.31,0.61
O=Cc1cn(-c2ccccc2)nc1-c1cc2ccccc2oc1=O,0.8,1235,1.1,-0.84,861,-3,806,i,44,0.6,0.7,9.6,14%,i,0.7,-1.2,-0.2,-0.58,0.58
O=C(Cn1cnc2scc(-c3ccccc3)c2c1=O)N1CCOCC1,-0.1,1094,1.1,0.16,1190,2,735,i,34,3.2,2.0,6.4,2%,i,6.1,-0.035,-0.062,-0.12,-0.96
COC(=O)C1C(=O)c2c([nH]c(C(=O)OC3CCCC3C)c2C)CC1C (stereo not drawn),1.3,1142,1.1,-0.37,1872,17,684,i,26,2.7,2.6,6.4,9%,i,2.4,-0.35,-0.2,0.15,0.74
CN(c1ccc(C(=O)NCCSCc2ccccc2)cc1)S(=O)(=O)c1ccccc1,-0.3,1115,1.1,0.47,1180,6,729,i,55,1.2,0.9,8.2,22%,i,1.2,-0.16,0.3,0.19,-0.19
Cc1cc(OCc2nc(-c3cccnc3)no2)c(C)cc1Br,-0.2,1015,1.1,0.06,1572,14,664,i,53,3.7,2.4,6.2,9%,i,1.1,0.24,-0.17,-0.069,-0.23
COc1ccc(OC)c(NC2c3ccccc3C(=O)N2Cc2ccc3c(c2)OCO3)c1 (stereo not drawn),nt,nt,1,-1.1,901,nt,nt,i,29,3.0,3.1,5.9,5%,i,1.3,0.99,-0.12,0.83,-0.64
CCCNc1nc(C)nc2c1cnn2CCc1ccccc1,nt,nt,1,-1.4,976,nt,nt,i,29,2.1,1.9,7.2,2%,i,0.7,-0.3,-0.29,0.041,0.66
CCCc1nc2ccccc2c(=O)n1/N=C/c1ccc(O)cc1,0.3,1128,1.1,0.99,1313,nt,nt,i,27,3.5,1.6,10.0,-7%,i,1.1,1.3,-0.53,0.33,1.1
COc1ccccc1CC(=O)Nc1ccc(OC)c(OC)c1,-0.5,1015,1.1,0.7,1933,2,665,i,15,2.9,1.9,5.1,1%,i,1.1,0.15,-0.2,0.14,0.35
CCOC(=O)c1cc(C)n(-c2ccc(Cl)cc2)c1C,-1.4,1198,nt,0.05,1101,-31,575,i,16,nt,nt,nt,nt,i,0.3,-0.2,-0.23,-0.1,0.31
Cc1ccc(C(=O)N(CN2CCCC2=O)c2ccccc2)cc1,-3.1,1041,1.1,0.23,1569,14,699,i,60,1.6,0.6,6.6,4%,i,0.1,0.65,-0.18,0.24,0.59
Cc1oc(-c2cc(Cl)cc(Cl)c2)cc1C(=O)NCCc1ccccc1,-0.6,1053,1.4,-0.2,1244,-41,594,i,41,1.6,2.6,5.7,10%,i,0.3,-0.53,-0.32,-0.53,0.66
COC(=O)c1[nH]c2ccc(Cl)cc2c1NC(=O)CCN1CCOCC1,-1.3,905,1,0.08,1441,nt,nt,i,42,2.5,2.6,15,15%,i,0.6,0.38,-0.2,0.33,0.066
C[C@]12CCC(=O)C=C1CC[C@@H]1[C@@H]2[C@@H](O)C[C@@]2(C)[C@H]1CC[C@]2(O)C(=O)CO,-9.8,510,1.1,nt,nt,-3,718,i,42&8,2.4,2.6,2.8,-18%,i,8.0&11,-1.1,-0.23,-0.35,0.76
CC(=O)c1c(C)[nH]c(C(=O)OCC(=O)Nc2cccc(S(=O)(=O)N3CCCC3)c2)c1C,-0.4,1020,1.1,-0.39,1408,4,649,i,2,4.2,3.7,7.1,15%,i,2.2,1.4,-0.086,0.4,-0.92
NC(=S)Nc1cccc2[nH]ccc12,3.3,1078,1.1,0.75,1228,4,734,i,48,1.4,2.2,1.9,22%,i,0.4,0.45,-0.35,0.13,0.11
O=C1c2ccccc2C(Nc2ccc3c(c2)OCO3)N1Cc1ccc2c(c1)OCO2 (stereo not drawn),1.5,1074,1.1,nt,nt,-10,665,i,20,6.4,1.1,4.9,35%,i,2.0,1.1,-0.16,1,-0.54
CCC(C)(C)NC(=O)CN(Cc1ccc2c(c1)OCO2)C(=O)CCC(=O)Nc1ccccn1,-1.7,1107,1.1,nt,nt,-24,742,i,34,4.3,2.2,0.6,-6%,i,0.8,0.0098,-0.2,0.0017,0.15
CC(=O)c1ccc(N2CCN(C(=O)/C=C/c3ccc4ccccc4n3)CC2)cc1,1.0,1075,1.1,-2.3,1508,-14,695,i,16,2.9,2.6,11,-2%,i,0.9,-0.39,-0.22,0.36,-0.37
O=C(NCCC1=CCCCC1)c1ccc(F)c(S(=O)(=O)N2CCOCC2)c1,-3.2,1004,1.1,0.37,1404,nt,nt,i,34,1.9,2.5,14,10%,i,0.8,-0.57,0.037,-0.084,-0.11
CC(=O)c1ccc(OCC(=O)NCc2ccc(F)cc2)cc1,-2.5,1104,1.2,-0.31,1263,12,738,i,19,1.4,0.9,0.5,-1%,i,0.4,0.4,-0.29,0.17,0.14

# Source: PubChem (several laboratories)
